Compound activity as filed in PubChem BioAssay.
PLCg1 inh – PLC-gamma1 enzyme inhibitors, primary screen, biochemical, fluorescence, purified enzyme | inhibition, % at 12.2 µM | hit rate 0.84% among 370,000 | fluorogenic substrate; in the data active = inhibition above about 9.5%
ARFGAP1 inhibitor – inhibitors of rat ARFGAP1 GAP activity, primary screen, biochemical, fluorescence polarization, GDP tracer; ADP-ribosylation factor GTPase-activating protein 1 (Rattus norvegicus), Q62848; Arfgap1-stimulated ARF1 GTP hydrolysis, GDP FP detection; inhibition, % at 16.5 µM; hit rate 0.26% among 360,000; AID 651572, 2012;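 active = inhibition above a per-plate limit, mean inhibition of low control wells plus 3 SD, cut at about 25% in these data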;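 also: 0% = DMSO wells with enzyme and 100% = wells lacking Arfgap1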
Target sequence (Q62848 1-136 limits assumed): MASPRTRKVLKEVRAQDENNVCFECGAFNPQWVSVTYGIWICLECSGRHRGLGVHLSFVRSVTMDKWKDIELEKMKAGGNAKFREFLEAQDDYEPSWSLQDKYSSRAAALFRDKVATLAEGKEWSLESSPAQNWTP
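Replicates: Single well per compound | Assay system: Truncated rat Arfgap1 GAP domain | Control set: No-Arfgap1 wells (100%) versus DMSO full-reaction wells (0%) | Times: Enzyme reaction 120 min at 25 °C after 20 min preincubation | Reagent: Human ARF1(Δ1-17)-GTP substrate | Measured by: Tracer-displacement fluorescence polarization with EDTA stop, 620/688 nm | Measure: Percent inhibition of Arfgap1-stimulated GTP hydrolysis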
NR1D1 modulator – modulators of Rev-erb alpha DNA binding, primary screen, biochemical, FITC-DNA, fluorescence polarization, uHTS. Nuclear receptor subfamily 1 group D member 1 (Homo sapiens), P20393. activity, % at 10 µM. Rev-erbα–FITC-DNA binding, 90 min. hit rate 0.79% among 370,000;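 active = activity above about 14%, limit read from the data; passing the limit was not always enough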;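 also: 0% = DMSO wells with 35 nM protein and 100% = DMSO wells with 750 nM protein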
KLK7 zymogen act – proKLK7 zymogen activators, primary screen, biochemical, fluorescence intensity; activation, % at 7 µM; AID 652039, 2013; purified proKLK7, EDANS-DABCYL substrate fluorescence; 100% is mature enzyme control, 0% vehicle; hit rate 0.9% among 370,000;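 active = activation above the mean of all tested compounds plus 3 SD, computed per campaign excluding outliers beyond control limits, cut at about 13% in these data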
ASAP1 GAP inh – inhibitors of human ASAP1 ArfGAP activity, primary screen, biochemical, fluorescence polarization. Arf-GAP with SH3 domain, ANK repeat and PH domain-containing protein 1 (Homo sapiens), …. ASAP1-stimulated ARF1 GTP hydrolysis, GDP FP detection. inhibition, % at 16.5 µM. AID 624377, 2012. hit rate 0.19% among 360,000; in the data active = inhibition above about 25%;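 also: 0% = vehicle with enzyme and substrate and 100% = no enzyme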
sPLA2-III inh – human group III sPLA2 inhibitors, primary screen, biochemical, QFRET, BODIPY PC-A2 liposome substrate. QFRET BODIPY PC-A2 liposome hydrolysis, fluorescence. AID 743126, 2013. Group 3 secretory phospholipase A2 (Homo sapiens), Q9NZ20. hit rate 0.56% among 370,000. inhibition, % at 12.2 µM;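 active = inhibition above mean plus 3 SD of compounds lying within the high and low control bounds, cut at about 19% in these data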;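 also: 0% = median of test compound wells and 100% = no enzyme DMSO wells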
PLC-beta3 inh – human PLC-beta3 inhibitors, primary screen, biochemical, fluorescence; Purified PLC-beta3, fluorogenic substrate; inhibition, % at 12.2 µM; hit rate 0.18% among 370,000; AID 720704, 2013; in the data active = inhibition above about 11%;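 also: 0% = median of compound wells on plate and 100% = full blocker control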
DDE Tn6 FP inh – inhibitors of Tn6 peptide binding to fibrin DD(E), primary screen, biochemical, fluorescence polarization, human fibrin, Tn6 probe; Fibrin DD(E) TRITC-Tn6 fluorescence polarization displacement; Fibrinogen beta chain (Homo sapiens), P02675; AID 720509, 2013; hit rate 0.21% among 370,000; inhibition, % at 8.3 µM;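 active = inhibition above a per-campaign cutoff: mean of compounds within control limits plus 3 SD, cut at about 15% in these data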;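 also: 0% = median of all compound wells on the plate and 100% = blocking peptide control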
Tn7 DDE FP – inhibitors of Tn7 peptide binding to fibrin DD(E), primary screen, biochemical, fluorescence polarization, human fibrin, Tn7 probe. Fibrinogen beta chain (Homo sapiens), P02675. FP displacement of FITC-Tn7 peptide from fibrin DD(E); 0% = median of compound wells per plate. inhibition, % at 8.3 µM. hit rate 0.13% among 370,000;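 active = inhibition above the mean of compounds falling within the control limits plus 3 SD of them, cut at about 14% in these data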;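 also: 0% = plate median of compound wells and 100% = 10 µM Aha-Tn7 peptide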
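Assay system: Human fibrin DD(E) protein | Medium: Tris buffer with calcium and detergent, pH 7.8 | Reagent: 0.1 µM fluorescent Tn7 | Compound dosing: Single point at 8.3 µM | Times: 10 min preincubation, 3 h with tracer, room temperature | Detection: Fluorescence polarization of the labelled Tn7 tracer | Controls: Aha-Tn7 high control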
UHRF1 binding – UHRF1 methylated DNA binding inhibitors, primary screen, counter-screen for MBD2 inhibitor project, biochemical, TR-FRET, human UHRF1, single concentration | E3 ubiquitin-protein ligase UHRF1 (Homo sapiens), Q96T88 | hit rate 0.75% among 370,000 | inhibition, % at 4.4 µM | UHRF1 binding to methylated oligo; in the data active = inhibition above about 21%;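 also: UHRF1 SRA domain binding a hemimethylated CpG hairpin DNA probe; 0% = median of test compound wells and 100% = reference inhibitor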
Target sequence (Q96T88 whole entry, looked up, the tested form may be a part): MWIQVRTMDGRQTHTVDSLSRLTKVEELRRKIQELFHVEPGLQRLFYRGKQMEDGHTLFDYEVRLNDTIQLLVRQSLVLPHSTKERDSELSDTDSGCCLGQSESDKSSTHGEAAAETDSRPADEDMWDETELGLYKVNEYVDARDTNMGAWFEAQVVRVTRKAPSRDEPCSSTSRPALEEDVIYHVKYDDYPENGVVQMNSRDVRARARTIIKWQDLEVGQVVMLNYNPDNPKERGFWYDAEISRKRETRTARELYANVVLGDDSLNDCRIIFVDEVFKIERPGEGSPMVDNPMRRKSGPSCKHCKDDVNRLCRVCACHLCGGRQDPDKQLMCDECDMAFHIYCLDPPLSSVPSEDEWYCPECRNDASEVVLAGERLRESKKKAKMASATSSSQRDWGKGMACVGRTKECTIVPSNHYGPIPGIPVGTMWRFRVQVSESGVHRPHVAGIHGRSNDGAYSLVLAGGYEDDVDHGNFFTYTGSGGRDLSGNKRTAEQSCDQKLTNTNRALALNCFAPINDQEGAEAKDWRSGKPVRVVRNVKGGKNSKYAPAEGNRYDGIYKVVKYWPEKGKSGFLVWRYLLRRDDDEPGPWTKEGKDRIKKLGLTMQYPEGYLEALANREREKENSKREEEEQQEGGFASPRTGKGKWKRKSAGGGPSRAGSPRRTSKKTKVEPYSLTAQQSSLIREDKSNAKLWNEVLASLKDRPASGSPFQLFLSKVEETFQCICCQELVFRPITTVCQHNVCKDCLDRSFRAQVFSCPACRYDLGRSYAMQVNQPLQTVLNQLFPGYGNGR
* marks the source's active call; other numbers are inactive results; / = no result given; & = joins results of further samples.

molecule,NR1D1 modulator,ARFGAP1 inhibitor,PLCg1 inh,KLK7 zymogen act,PLC-beta3 inh,UHRF1 binding,Tn7 DDE FP,DDE Tn6 FP inh,ASAP1 GAP inh,sPLA2-III inh
Cc1ccc(C(=O)c2oc3ccccc3c2NC(=O)c2cc(-c3cc(C)ccc3O)n[nH]2)cc1,-1,-6,1,-0.6,-9,-2,-5,-11,7,-6
CCO[C@H]1OC(C(=O)N2CCOCC2)=C[C@@H](C2CC2)[C@@H]1CCCO,0,-7,-1,0.2,0,1,-1,6,0,8
Cc1ccc(SCC(=O)N2CCc3ccccc32)cc1,-3,3,0,-0.6,1,-2,1,1,-2,-10
CC1=CC(=O)C(C(C)C)=C/C1=N\OC(=O)c1cccc2nc(C)oc12,0,7,-24,-1.4,-23,-2,-4,-2,2,-26
Cc1cc2n(n1)C(c1ccc(O)cc1)Nc1ccccc1-2 (stereo not given),1,5,-43,-0.5,-54,1,-2,8,0,8
O=C(Nc1ccccc1N1CCCC1)C1CCN(S(=O)(=O)c2cccc(C(F)(F)F)c2)CC1,-6,2,-5,-0.1,-4,0,5,-8,-8,-1
CC(=O)N(C)c1ccc(OCC(O)CN(Cc2ccco2)S(=O)(=O)c2ccc(C)cc2)cc1 (stereo not given),1,4,0,0.3,1,-2,-4,3,11,-16
CC(C)(C)C1CCC(=NNC(=S)Nc2cccnc2)CC1 (stereo not given),0,9,3,0.1,-1,18,-4,2,-9,0
COc1ccnc(Oc2ccccc2)c1C(N)=O,0,1,1,-0.1,1,0,-2,0,-1,6
C=C1CC2C3CC[C@@]4(OCOC45COCO5)[C@@]3(C)C(O)CC2[C@@]2(C)CCC(=O)C=C12 (stereo not given in full),9,1,3,0.5,3,1,-7,2,3,-8
O=C(Nc1ccc2oc(-c3ccncc3)nc2c1)c1ccc(F)cc1,0,5,-83,1.8,-126,2,5,-2,-4,6
CCOCCCNC(=O)Cc1ccc(Br)cc1,-3,9,0,0.0,0,-1,4,1,-10,1
CC(C)NCC(O)c1cc(O)cc(O)c1 (stereo not given),-5&1,-1,-4,0.9,-4,-1,3,2,4,4
CC1=C(C(=O)N2CCCCCC2)CC(CC(=O)NCC2CCCCC2)C(=O)N1Cc1ccccc1 (stereo not given),-2,-5,1,0.1,1,1,-5,7,-2,4
CN(C)c1ccc(NC(=O)c2ccc([N+](=O)[O-])cc2Cl)cc1,4,2,0,0.3,3,1,-7,6,-16,7
CC(OC(=O)CN1C(=O)NC2(CCCC2)C1=O)C(=O)c1ccccc1 (stereo not given),0,-9,2,-0.5,-6,0,8,2,-9,5
O=C(CSc1nc2ccccc2c(=O)[nH]1)N1CCCCC1,0,-10,2,-0.4,3,4,4,-1,3,1
CN(CC(=O)Nc1ccccc1Cl)CC(=O)N(C)c1c(N)n(Cc2ccccc2)c(=O)[nH]c1=O,0,4,1,0.4,10,1,5,0,-11,3
Cc1cccc(NC(=O)CSc2nnc(NC(=O)CN3CCOCC3)s2)c1,-3,8,1,-0.3,4,-1,-1,1,7,-3
CC1=C(O)C(=O)OC1c1c(Cl)cccc1Cl (stereo not given),2,-3,4,0.8,-5,-1,-10,0,-18,-41
O=C(OCc1cn([C@@H]2C[C@H](c3ccc(Cl)cc3)N(C(=O)c3cccs3)C[C@H]2O)nn1)c1ccccc1,1,-12,2,-0.2,-2,1,7,-7,10,-16
CN(CCOc1ccccc1)CC(O)COc1ccccc1 (stereo not given),-4,15,0,0.1,2,5,4,5,12,-1
Cn1c(=O)c2c(nc(CN3CCN(Cc4ccccc4)CC3)n2Cc2cccc(Cl)c2)n(C)c1=O,4,-5,0,1.2,-2,-1,-1,-1,-10,-19
CCCC(C(=O)NCCC(C)C)N(Cc1ccc(F)cc1)C(=O)c1snc(C(N)=O)c1N (stereo not given),3,2,-48,0.7,-58,-1,-2,-3,3,-2
CC(=O)N1CC(=O)N=C1SCC(=O)Nc1nc(-c2ccccc2)c(-c2ccccc2)s1,3,12,-2,-0.1,2,-5,-1,-6,7,-41
Cc1ccc(NC(=O)C2CCCNC2=O)nc1 (stereo not given),-4,6,0,-0.1,1,-2,4,4,-2,-1
O=C(CSc1nnc(C2CCCCC2)n1Cc1ccccc1)NCc1ccco1,-1,3,-1,-0.1,4,-1,-2,-3,1,-7
COc1cccc(NC(=O)[C@H](NC(=O)[C@@H]2Cc3ccccc3CN2)c2ccccc2)c1,3,0,-2,0.1,-7,-3,4,11,-7,-11
CCSc1nc(=S)n(Cc2ccccc2)c(C)c1C(C)=O,1,9,3,-0.3,0,7,-10,3,-17,9
CCNC(=O)N1C(=O)C2(OCCO2)c2ccccc21,-3,1,-1,0.2,-3,1,0,-5,-14,3
CC1(C)OCC(COC(=O)Nc2cccnc2)([N+](=O)[O-])CO1,9,-2,0,-0.1,-2,-2,-3,3,11,-1
O=C(OCC(=O)N1CCc2ccccc21)c1cccnc1,-2,-11,-2,0.3,1,-1,6,-3,-3,1
O=C(O)Cn1nnc2ccccc21,2,4,4,-0.1,3,-2,-2,1,0,2
Cc1cccc(C)c1N=Nc1c(C)cc(O)cc1C,7,0,6,0.3,0,0,-12,3,2,-13
Cc1ccc(Cn2ccsc2=NC(=O)COC(=O)c2ccc(O)cc2O)cc1,-4,7,0,0.7,-5,-1,1,4,13,-24
CC(C)n1c(=O)c2ccccc2n1Cc1cn(-c2ccc(Cl)cc2)nn1,1,1,-27,0.8,-31,-1,-2,0,-4,0
COc1ccc(-c2nc(SCC(=O)Nc3nccs3)c(-c3ccc(Cl)cc3)[nH]2)cc1,1,-1,1,-0.2,4,-4,3,-3,-4,-15
Cc1cc([N+](=O)[O-])nn1CC(=O)NC1CCCCC1,2,0,0,0.6,0,1,-1,0,6,2
Cc1c(N)cccc1-c1nc2ccccc2[nH]1,6,4,-4,-0.3,-6,0,-15,-2,2,2
O=C(NC(c1ccc(F)cc1)c1ccc2ccccc2n1)C1CCN(CCOc2ccc(Cl)cc2Cl)CC1 (stereo not given),8,12,0,-0.5,-3,0,-3,-4,8,-15
COc1cc(-c2cc(C(=O)NCc3ccco3)c3ccccc3n2)cc(OC)c1OC,-3,-4,-92,0.1,-128,1,7,-3,-9,-5
CCOC(=O)c1c2c3c(c(Cl)ccc3[nH]c1=O)C(=O)c1ccccc1-2,-8,3,-18,0.0,-21,-1,-3,-1,-3,-1
CCCCCOC(=O)NCCOC(=O)Nc1ccc(C(=O)OCC)cc1,4,11,1,0.6,0,0,1,3,8,-17
CCc1noc(C)c1C(=O)NNC(=O)c1ccc(N(CC)CC)cc1,2,3,-3,-0.4,-8,-2,2,-3,-3,0
COc1ccc(S(=O)(=O)N2CCC(C)CC2)cc1OC,2,-3,2,-0.7,-2,-1,-3,1,8,-5
CC1=C(C(=O)N2CCOCC2)CC(CC(=O)NC(c2ccccc2)c2ccccc2)C(=O)N1Cc1ccc(C(C)(C)C)cc1 (stereo not given),-4,0,4,-0.2,3,1,0,-6,-22,-15
Cc1ccccc1C(=O)c1cccn1CC(=O)NC1CCCC(C)C1C (stereo not given),1,-4,-2,0.6,-8,-1,7,-1,-2,1
COC(=O)C1=C(C(=O)OC)[C@@H]2N(C)c3ccc(OC)cc3[C@@]23C[C@@H](C(=O)OC)N(C(=O)NCCBr)C3=N1,-2,-3,3,0.1,2,-1,-5,-3,-5,2
COc1cc(/C=N/N=C2/NC(=O)C(Cc3ccccc3)S2)ccc1O (stereo not given),1,-7,-18,-9.7,-17,-2,12,1,-1,-23
CCOc1ccc(-c2nc(-c3cccs3)c(CC(=O)O)s2)cc1OC,4,3,-29,3.3,-42,6,-4,-5,-11,0
O=C(CNC(=O)c1ccccc1)NCC(=O)OCC(=O)c1ccccc1Cl,-1,-7,0,0.1,-6,3,6,5,11,4
COc1ccc2c(c1OC)OCC2C (stereo not given),0,4,-58,1.7,-78,0,-2,4,-11,-2
Cc1cc(CNC(=O)CC2C(=O)NCCN2Cc2ccccc2C(F)(F)F)on1 (stereo not given),-3,-10,-6,-0.2,-7,-1,5,1,-8,-1
CCS(=O)(=O)Nc1ccc(-c2ccc(NS(=O)(=O)CC)c(OC)c2)cc1OC,-1,3,-2,-5.7,-2,2,0,-3,4,8
CCCCNC(=O)C1CCN(S(=O)(=O)c2ccc3c(c2)CC(C)N3C(=O)C2CC2)CC1 (stereo not given),-1,13,3,0.6,6,1,-5,103*,-3,-2
COCCCN1C(=O)[C@H](CC(=O)N2CCC(c3ccccc3)CC2)[C@]2(C(=O)OC)CCCCC=C12,-3,/,8,0.8,5,-3,1,3,/,-4
Cc1ccc(S(=O)(=O)NN2CCCCCC2)cc1,-5,-16,0,0.6,5,-1,-2,-2,-3,2
Cc1ccc(N2C(=O)N(CC(=O)N3CCc4ccccc43)C(=O)C2C)cc1 (stereo not given),0,8,1,-0.2,1,-1,2,1,-1,-4
COc1ccccc1NC(=O)N1CCN(c2ccc(F)cc2)CC1,-3,-3,-4,-1.0,0,2,-3,8,2,9
COc1cc2c(cc1OC)CN(C(=O)CCCN1C(=O)c3ccccc3C1=O)CC2,-4,6,-39,6.9,-54,-6,-5,-2,-13,0

A second format for some results above:
> Cc1cccc(C)c1N=Nc1c(C)cc(O)cc1C
  NR1D1 modulator = 7 | ARFGAP1 inhibitor = 0 | PLCg1 inh = 6 | KLK7 zymogen act = 0.3 | PLC-beta3 inh = 0 | UHRF1 binding = 0 | Tn7 DDE FP = -12 | DDE Tn6 FP inh = 3 | ASAP1 GAP inh = 2 | sPLA2-III inh = -13
> Cc1ccc(Cn2ccsc2=NC(=O)COC(=O)c2ccc(O)cc2O)cc1
  NR1D1 modulator = -4 | ARFGAP1 inhibitor = 7 | PLCg1 inh = 0 | KLK7 zymogen act = 0.7 | PLC-beta3 inh = -5 | UHRF1 binding = -1 | Tn7 DDE FP = 1 | DDE Tn6 FP inh = 4 | ASAP1 GAP inh = 13 | sPLA2-III inh = -24

Not a hit list; any-hit rate near 4.5%.
